BioA inh – inhibitors of Mycobacterium tuberculosis BioA enzyme; purified M. tuberculosis BioA enzyme, plate reader; inhibition, % at 9.99 µM; hit rate 0.096% among 360,000; AID 602481; in the data active = inhibition above about 40%; inconclusive = no clear call, values can overlap the other calls
MazEF act – increases E. coli MazEF RNase cleavage of RNA | FAM/BHQ RNA-DNA oligo cleavage fluorescence, 5 h | activation, % at 20 µM | hit rate 0.32% among 350,000; in the data active = activation above about 50%
Target sequence (P0AE70 whole entry, looked up): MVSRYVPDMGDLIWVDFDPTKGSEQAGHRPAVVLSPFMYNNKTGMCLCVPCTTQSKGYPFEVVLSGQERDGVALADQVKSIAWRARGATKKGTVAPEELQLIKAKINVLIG
PrPC TRFRET – inhibitors of human cell surface prion protein PrPC; TR-FRET read-out; inhibition, % at 13.8 µM; hit rate 0.43% among 370,000; AID 720596; in the data active = inhibition above about 24%; note: 0% = median of the test wells and 100% = reference compound wells
Rv3671c inh – inhibitors of M. tuberculosis serine protease Rv3671c | P9WHR9 | hit rate 0.048% among 320,000 | inhibition, % at 5.96 µM | AID 2606; in the data active = inhibition above about 38%;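 note: extracellular domain of Rv3671c used as enzyme; 0% = enzyme with DMSO and 100% = no enzyme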
Target sequence (P9WHR9 whole entry, looked up, the tested form may be a part): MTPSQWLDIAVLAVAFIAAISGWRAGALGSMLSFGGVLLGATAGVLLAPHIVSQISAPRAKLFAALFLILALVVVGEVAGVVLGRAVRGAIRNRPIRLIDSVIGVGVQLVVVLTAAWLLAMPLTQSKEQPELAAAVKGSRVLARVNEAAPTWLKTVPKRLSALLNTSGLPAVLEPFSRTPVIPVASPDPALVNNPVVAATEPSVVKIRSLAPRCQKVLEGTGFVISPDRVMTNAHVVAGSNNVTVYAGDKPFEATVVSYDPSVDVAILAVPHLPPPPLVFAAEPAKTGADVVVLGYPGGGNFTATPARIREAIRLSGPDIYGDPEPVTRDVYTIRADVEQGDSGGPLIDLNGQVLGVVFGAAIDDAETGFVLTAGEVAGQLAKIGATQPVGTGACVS
UGM FP inh – blocks M. tuberculosis UGM enzyme; inhibition, % at 10 µM; hit rate 0.06% among 320,000; purified UGM, fluorescence polarization probe displacement; P9WIQ1; in the data active = inhibition above about 10%, passing the limit was not always enough; inconclusive = no clear call, values can overlap the other calls
Target sequence (P9WIQ1 whole entry, looked up): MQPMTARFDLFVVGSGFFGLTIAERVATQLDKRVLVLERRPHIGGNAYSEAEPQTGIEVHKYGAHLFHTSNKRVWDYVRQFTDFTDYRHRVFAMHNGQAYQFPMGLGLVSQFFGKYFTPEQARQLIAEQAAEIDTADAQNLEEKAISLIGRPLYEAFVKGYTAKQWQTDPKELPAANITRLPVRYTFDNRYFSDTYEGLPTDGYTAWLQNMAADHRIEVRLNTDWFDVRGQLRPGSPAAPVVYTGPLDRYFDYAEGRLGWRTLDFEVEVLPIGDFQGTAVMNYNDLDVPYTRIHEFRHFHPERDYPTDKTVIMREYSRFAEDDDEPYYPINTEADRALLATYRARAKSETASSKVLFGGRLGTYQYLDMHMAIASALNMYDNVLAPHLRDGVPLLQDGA
Mtb FBA inh – inhibitors of M. tuberculosis fructose-bisphosphate aldolase; P9WQA3; purified M. tuberculosis FBA, fluorescence read-out; inhibition, % at 1 µM; hit rate 2.3% among 360,000; AID 588726; in the data active = inhibition above about 27%;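 note: 0% = vehicle and 100% = reference inhibitor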
BoNT-F LC inh – inhibitors of Botulinum neurotoxin F light chain protease. inhibition, % at 10 µM. Multiplex microsphere protease cleavage assay, flow cytometry. hit rate 0.22% among 360,000; in the data active = inhibition above about 35%, passing the limit was not always enough; inconclusive = no clear call, values can overlap the other calls; note: plate controls were buffer without enzyme for full effect and enzyme alone for no effect
GDH-TPI counter – GDH-TPI coupled enzyme inhibition counter-screen; GDH-TPI coupled enzyme counterscreen, NADH absorbance; inhibition, % at 4.8 µM; hit rate 1.2% among 360,000; AID 588335; in the data active = inhibition above about 30%;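 note: 0% = DMSO wells and 100% = wells lacking the enzyme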
FadD28 binding – inhibitors of Mycobacterium tuberculosis FadD28 bisubstrate binding | hit rate 0.22% among 360,000 | FadD28 bisubstrate probe binding, fluorescence polarization | inhibition, % at 12.5 µM; in the data active = inhibition above about 8.5%, passing the limit was not always enough; inconclusive = no clear call, values can overlap the other calls
Active calls of the source: *; ? = inconclusive; nt = not tested or not shown; & = joins results of further samples.

SMILES	BioA inh	MazEF act	PrPC TRFRET	Rv3671c inh	UGM FP inh	Mtb FBA inh	BoNT-F LC inh	GDH-TPI counter	FadD28 binding
NC(=O)CSc1nnc(-c2ccccc2)c(-c2ccccc2)n1	-0.8	1.4	-19.2	6.7	-2.4	0.3	-12.0	11.6	-0.1
Cn1c(=O)[nH]c(=O)c2c1nc(N1CCCC1)n2CCCSc1nc2ccccc2o1	2.1	11.8	0.3	2.7	-1.6	-15.0	-1.5	-1.2	-1.9
CCCC(=O)Nc1ccc(C(=O)COC(=O)C2CC2C)cc1 (stereo not given)	0.1	7.1	4.5	4.7	1.9	2.6	-9.9	10.0	-0.5
COc1ccc(-c2nn(Cc3ccccc3)cc2C(=O)N2CCN(c3ncccn3)CC2)cc1OC	0.1	7.5	8.0	-18.8	-0.5	2.6	-4.4	3.5	-1.6
CCCCn1c(N)c(N(CC(C)C)C(=O)c2cccc(S(=O)(=O)N3CCCCC3)c2)c(=O)[nH]c1=O	-0.5	6.2	-5.9	6.4	0.3	4.9	5.7	0.7	-2.7
NC(=O)CN1C(=O)C(=O)N(Cc2ccccc2)C1=O	nt	5.6	-5.8	4.2	-1.7	-5.9	-0.6	-14.0	-2.9
OC(c1cccc(Cl)c1)c1nc(/C=C/c2ccc(C(F)(F)F)cc2)cs1 (stereo not given)	-1.9	nt	2.9	nt	nt	2.1	-12.1	2.7	-2.8
COCCSc1nnc(-c2cnccn2)o1	-0.3	8.7	2.9	6.5	-1.0	8.8	4.3	7.9	-1.6
CC1(C2CCC3(C)OC3C2)CO1 (stereo not given)	-2.2	4.2	-0.9	nt	nt	7.8	-18.2	5.9	-0.9
COc1ccc(-c2noc3c2-c2nc(-c4ccc(Br)cc4)sc2CC3)cc1	-0.2	-4.2	6.1	-5.3	-0.8	-0.2	-6.4	4.4	-2.5
CCCn1c(C)cc(/C=C(\C#N)C(=O)O)c1C	-1.0	1.7	-3.5	-3.5	0.5	1.7	-0.1	31.1*	0.5
Cc1sc2ncnc(N3CCC(C(=O)Nc4nc(-c5cccs5)cs4)CC3)c2c1C	0.2	-17.3	5.0	-13.6	-2.2	2.4	2.6	-5.0	-0.3
COc1cccc(S(=O)(=O)N(C)C[C@H]2OCc3cnnn3CCCC(=O)N([C@H](C)CO)C[C@H]2C)c1	-5.2&-1.3&-2.7	0.1	6.3	nt	nt	0.9	5.3	14.7	1.3
Cc1ccc(Nc2cc(C)c(O)c(C)c2)cc1	-1.0	2.1	1.2	-5.3	0.0	-2.1	?	15.7	-4.4
CC(C)c1nc(SCC(=O)Nc2cccc3ccccc23)n[nH]1	1.0	5.1	10.3	-4.6	0.7	1.3	-6.4	4.4	-3.2
CSc1sc(C(=O)NNC(=O)c2ccc(Cl)cc2)c2c1C=CCC2	-0.3	-0.1	11.0	-11.7	0.8	0.9	-152.7	9.2	-2.9
Cc1sc2ncnc(OCC(=O)NCC3CCCO3)c2c1C (stereo not given)	nt	11.0	-8.9	-0.2	3.0	-2.6	-2.9	2.2	-0.8
CC(C)(CC(=O)O)CC(=O)N1CCCN(c2nccc(C(F)(F)F)n2)CC1	-2.6	3.8	3.4	-9.2	1.9	1.1	-0.8	1.4	-0.5
CC(C)NC(=O)Cn1c(=O)c2c(ncn2Cc2ccccc2)n(Cc2ccccc2)c1=O	nt	-4.3	nt	5.5	-1.6	-3.1	-5.0	4.9	-0.7
CNC(=O)CSc1nc2ccccc2c(=O)n1CCc1ccccc1	-2.2	1.6	6.7	-0.2	2.0	2.0	-17.0	0.0	-0.7
O=C(C1CCN(c2nnc(-n3cccc3)s2)CC1)N1CCOCC1	0.1	-17.3	9.9	-0.9	1.7	0.8	-0.1	11.3	-0.2
COc1cc(/C=C/C(=O)OCC(=O)N2CCC(Cc3ccccc3)CC2)ccc1O	4.9	0.7	3.7	-4.9	-1.4	6.4	-5.7	26.3	0.5
Cc1cc(OCc2cc(C(=O)NC(C)c3c(C)nn(C)c3C)no2)cc(C)c1Cl (stereo not given)	-0.5	-2.3	5.1	-5.5	-1.9	-10.0	3.7	-9.0	-10.0
COc1ccc(OC)c(N=CC2=C(O)CC(C)(C)CC2=O)c1	nt	2.9	3.2	-9.8	0.4	2.9	-13.0	38.5*	-1.6
CCn1c(=O)cc(N2CCN(Cc3ccccc3)CC2)[nH]c1=O	-0.7	-3.2	-12.3	-6.0	1.8	-2.7	-4.2	1.0	-1.9
CN(C(=O)c1cccc(NC(=O)Cc2ccc(NC(=O)C3CCN(C(=O)C4CCCCC4)CC3)cc2)c1)C1CC1	1.0	-5.0	4.0	nt	nt	1.7	-3.1	5.7	-0.1
O=C(NC1CC2CCC(C1)N2Cc1ccccc1)c1cccc(F)c1 (stereo not given)	5.9	-0.5	-2.8	2.9	0.2	2.5	14.7	-5.7	-3.9
Cc1c(NC(=O)C(C)OC(=O)Cc2ccc(F)cc2)c(=O)n(-c2ccccc2)n1C (stereo not given)	nt	0.5	0.9	5.4	0.4	0.8	-10.7	-7.0	-2.5
C=CCSc1nc(N)c2c(C)c(C)sc2n1	nt	7.7	-4.7	-1.5	2.1	-0.4	-0.1	-1.7	-1.3
Cc1cc(Cl)ccc1C(=O)C1CCCN(C(=O)c2ccc3c(c2)OCO3)C1 (stereo not given)	3.6	1.0	11.8	nt	nt	-1.1	-5.7	4.4	1.5

Among those listed so far, two have a COOH group:
SMILES	BioA inh	MazEF act	PrPC TRFRET	Rv3671c inh	UGM FP inh	Mtb FBA inh	BoNT-F LC inh	GDH-TPI counter	FadD28 binding
CCCn1c(C)cc(/C=C(\C#N)C(=O)O)c1C	-1.0	1.7	-3.5	-3.5	0.5	1.7	-0.1	31.1*	0.5
CC(C)(CC(=O)O)CC(=O)N1CCCN(c2nccc(C(F)(F)F)n2)CC1	-2.6	3.8	3.4	-9.2	1.9	1.1	-0.8	1.4	-0.5

Full records as entered above. Order of screens: BioA inh | MazEF act | PrPC TRFRET | Rv3671c inh | UGM FP inh | Mtb FBA inh | BoNT-F LC inh | GDH-TPI counter | FadD28 binding
COc1ccc(-c2noc3c2-c2nc(-c4ccc(Br)cc4)sc2CC3)cc1 in the list: -0.2 | -4.2 | 6.1 | -5.3 | -0.8 | -0.2 | -6.4 | 4.4 | -2.5
CC(C)(CC(=O)O)CC(=O)N1CCCN(c2nccc(C(F)(F)F)n2)CC1 in the list: -2.6 | 3.8 | 3.4 | -9.2 | 1.9 | 1.1 | -0.8 | 1.4 | -0.5
NC(=O)CN1C(=O)C(=O)N(Cc2ccccc2)C1=O in the list: nt | 5.6 | -5.8 | 4.2 | -1.7 | -5.9 | -0.6 | -14.0 | -2.9
Cc1cc(OCc2cc(C(=O)NC(C)c3c(C)nn(C)c3C)no2)cc(C)c1Cl (stereo not given) in the list: -0.5 | -2.3 | 5.1 | -5.5 | -1.9 | -10.0 | 3.7 | -9.0 | -10.0
CCCn1c(C)cc(/C=C(\C#N)C(=O)O)c1C in the list: -1.0 | 1.7 | -3.5 | -3.5 | 0.5 | 1.7 | -0.1 | 31.1* | 0.5

The list continues.
SMILES	BioA inh	MazEF act	PrPC TRFRET	Rv3671c inh	UGM FP inh	Mtb FBA inh	BoNT-F LC inh	GDH-TPI counter	FadD28 binding
Cc1[nH]c(=O)c(C#N)c(C)c1CCC(=O)Nc1cc(S(C)(=O)=O)ccc1Cl	-5.0	3.8	7.5	8.0	4.0	6.9	-0.3	12.7	nt
CCOc1ccc(C(=O)N2CCN(c3ccccn3)CC2)cc1OCC	-5.3	-3.5	-3.2	-2.8	4.1	0.1	?	-5.6	-2.7
CCOC(=O)C1CCCN(C(=S)NC2CCCCC2)C1 (stereo not given)	0.6	9.5	-3.2	-0.6	0.8	-1.1	-13.2	-17.1	0.4
CC1CCCC(C)N1C(=O)c1ccc(S(=O)(=O)NCc2ccco2)cc1 (stereo not given)	1.0	-2.5	5.9	-13.1	2.0	1.3	-14.4	8.1	-2.8
Cc1cc(C(=O)c2cnc(/N=C/N(C)C)s2)c(F)cc1Cl	nt	0.4	3.0	0.2	nt	-1.1	-2.5	19.5	-3.5
COc1ccc(NC(=O)CSc2nnnn2-c2cccc(OC)c2)cc1	-0.7	2.7	-3.4	nt	nt	-3.2	-8.2	9.1	-1.5
O=C(CSc1nnnn1C1CC1)N1CCN(c2ccc(O)cc2)CC1	-0.3	-3.8	-8.1	2.5	-3.3	-1.2	1.5	6.1	-3.3
N#Cc1c(N)nc2c(c1N)CC(C(F)(F)F)O2 (stereo not given)	nt	8.8	9.0	1.5	-0.7	0.3	3.0	-2.8	-0.9
CCOc1ccc(NC(=O)CCS(=O)(=O)c2cccc3nsnc23)cc1	-0.9	6.3	-46.8	-3.8	1.1	-1.0	-1.2	-2.4	-4.0
CN1c2ccccc2C(O)=C(C(=S)Nc2ccc(Cl)cc2)S1(=O)=O	0.0	-4.2	0.7	7.1	0.5	1.3	-3.6	47.7*	?
COc1ccc(C(=O)Nc2ccc3[nH]ccc3c2)cc1OC	2.5	10.7	-8.8	-5.8	-1.7	-0.5	?	0.8	0.0
CC(=O)C(Sc1nc(NC(C)(C)C)nc(N(C)C)n1)C(C)=O	1.0	2.5	-1.1	6.6	-0.4	-12.7	nt	7.4	-2.6
CCCCNC(=O)c1cc2c(=O)n3cccc(C)c3nc2n(CCN2CCOCC2)c1=N	nt	8.5	-21.3	2.2	-0.3	136.7*	3.5	14.3	0.5
CC1(C)CC2CC(C)(CN2/C=N/c2sc3c(c2C#N)CC(C)(C)NC3(C)C)C1 (stereo not given)	2.4	-15.0	-7.9	2.1	-1.9	2.3	-0.4	23.6	-2.9
CCNC(=S)N(Cc1ccc2c(c1)OCO2)C1CC(=O)N(c2ccc(F)cc2)C1=O (stereo not given)	nt	8.0	3.4	-5.5	3.4	0.1	2.2	2.6	-2.6
Nc1ccnc(C(F)(F)F)c1C(=O)c1ccccc1	3.3	-8.6	-7.0	-2.9	-1.9	2.1	-7.1	5.3	-3.7
CC(C)NC(=O)c1ccccc1NC(=O)CCc1ccccc1	-3.0	-1.8	-2.6	7.1	-0.2	2.0	-0.3	0.3	-0.7
CC1(C)CC(=O)C(C=NCC2CCN(C(=S)Nc3cccc(Cl)c3)CC2)=C(O)C1	1.5	7.3	1.0	-0.8	-1.2	-1.6	1.6	-1.2	-4.4
COCCN(C(=O)COC(=O)CCc1ccccc1OC)c1c(N)n(Cc2ccccc2)c(=O)[nH]c1=O	-3.5	3.4	7.6	-1.1	6.5	4.9	15.2	0.7	-0.7

Compound activity as filed in PubChem BioAssay.

Rows are unselected, and some 4.8% of all compounds hit somewhere here.
